Diaphorase act: compounds boosting diaphorase resazurin reduction – biochemical, uHTS, resorufin fluorescence, counter-screen for diaphorase-coupled primary assays, primary screen; Diaphorase/resazurin coupled assay, 16 min; stronger effect = higher value; 1 = vehicle wells, 0 = NADH-free wells; activation factor at 20 µM; hit rate 0.005% among 190,000; AID 1229, 2008;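 active = diaphorase activity raised at least twofold by the compound at 20 µM; inactive = activation factor below 2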
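Measured by – red resorufin fluorescence at 544/590 nm excitation/emission · Test system – Clostridium kluyveri diaphorase, purified enzyme · Incubation – reaction time 16 min, room temperature · Buffer or medium – 50 mM HEPES pH 7.4 with 4.542 mM MgCl2, 0.005% Tween 20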
Hsp70 act: Hsp70 transcriptional activators, primary screen, cell-based, HeLa, Hsp70 promoter luciferase, luminescence, 10 µM; HeLa Hsp70 promoter luciferase reporter; scaled: vehicle 0, proteasome-inhibitor control 100%; activation, % at 10 µM; hit rate 0.04% among 200,000; AID 1203, 2008;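 active = activation above the mean across all tested compounds plus 3 SD, cutoff set per campaign, cut at about 5.5% in these data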;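 note: 100% = MG132 at 30 µM as the positive control and 0% = DMSO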
STAT1 inh: STAT1 signaling inhibitors, primary screen, cell-based, HTS, luciferase reporter | NIH 3T3 STAT1-luciferase reporter, IFN-gamma, luminescence | inhibition, % at 5.5 µM | hit rate 0.35% among 200,000;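 active = inhibition above a set limit, the mean inhibition across all tested compounds plus 3 SD, cut at about 34% in these data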;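 note: 0% = IFN-gamma with DMSO and 100% = IFN-gamma with 300 µM nifuroxazide; values of inactives mirror those of a sister screen read the other way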
TLR4 MyD88 comp: inhibitors of TLR4-MyD88 association in cells, primary screen, cell-based, HeLa CL3-4, BLA complementation, FRET ratio; HeLa CL3-4 TLR4/MyD88 BLA complementation; inhibition, % at 8.4 µM; hit rate 0.18% among 200,000; AID 861, 2007; in the data active = inhibition above about 25%;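 note: 0% = vehicle and 100% = reference inhibitor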
Target sequence (O00206 whole entry, looked up): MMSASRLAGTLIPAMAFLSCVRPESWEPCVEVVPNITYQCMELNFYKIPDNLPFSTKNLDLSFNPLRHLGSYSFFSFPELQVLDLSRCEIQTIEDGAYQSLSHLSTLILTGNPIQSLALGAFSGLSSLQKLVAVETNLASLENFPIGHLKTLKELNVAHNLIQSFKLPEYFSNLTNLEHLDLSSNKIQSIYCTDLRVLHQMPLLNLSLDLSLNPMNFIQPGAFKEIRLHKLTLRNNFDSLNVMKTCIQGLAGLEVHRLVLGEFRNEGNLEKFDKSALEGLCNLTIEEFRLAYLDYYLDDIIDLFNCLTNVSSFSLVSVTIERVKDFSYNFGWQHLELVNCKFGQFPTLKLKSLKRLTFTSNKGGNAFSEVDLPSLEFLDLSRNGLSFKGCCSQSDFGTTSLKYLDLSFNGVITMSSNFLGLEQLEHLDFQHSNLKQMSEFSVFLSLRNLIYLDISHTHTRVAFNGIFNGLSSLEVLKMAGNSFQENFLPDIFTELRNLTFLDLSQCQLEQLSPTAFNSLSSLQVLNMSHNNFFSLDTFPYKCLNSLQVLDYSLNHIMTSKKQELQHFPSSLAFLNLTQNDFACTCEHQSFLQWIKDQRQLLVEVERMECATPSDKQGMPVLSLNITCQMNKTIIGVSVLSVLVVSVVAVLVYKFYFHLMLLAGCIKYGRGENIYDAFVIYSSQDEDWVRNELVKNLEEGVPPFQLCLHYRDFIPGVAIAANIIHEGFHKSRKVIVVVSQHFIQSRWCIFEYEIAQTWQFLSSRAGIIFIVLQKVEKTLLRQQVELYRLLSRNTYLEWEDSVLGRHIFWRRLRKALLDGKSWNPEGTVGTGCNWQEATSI
Target sequence (Q99836 whole entry, looked up): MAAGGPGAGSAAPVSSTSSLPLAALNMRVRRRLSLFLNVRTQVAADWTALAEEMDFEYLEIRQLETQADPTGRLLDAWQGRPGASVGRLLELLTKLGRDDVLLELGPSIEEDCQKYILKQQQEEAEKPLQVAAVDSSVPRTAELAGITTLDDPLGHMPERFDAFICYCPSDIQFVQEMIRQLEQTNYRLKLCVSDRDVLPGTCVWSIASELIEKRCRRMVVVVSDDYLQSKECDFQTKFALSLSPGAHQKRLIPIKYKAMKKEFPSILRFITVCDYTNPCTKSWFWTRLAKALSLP
APP 5UTR inh: inhibitors of APP translation via 5'UTR reporter, primary screen, APP 5'UTR luciferase, SH-SY5Y cells; inhibition, % at 2 µM; hit rate 0.82% among 190,000; SH-SY5Y APP 5'UTR-luciferase reporter, luminescence;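 active = inhibition above a set limit, derived from the sample mean plus 3 SD, cut at about 45% in these data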; note: values of inactives mirror those of a sister screen read the other way
G6PDH counter: L. mesenteroides G6PDH inhibitors, counter-screen for G6PDH-coupled screening assays, biochemical, Leuconostoc mesenteroides enzyme; hit rate 0.12% among 200,000; AID 1020, 2008; inhibition, % at 5 µM; Purified L. mesenteroides G6PDH, diaphorase/resazurin coupled fluorescence, 45 min; in the data active = inhibition above about 50%
STAT1 act: STAT1 signaling activators, primary screen, cell-based, HTS, luciferase reporter. NIH 3T3 STAT1-luciferase reporter, IFN-gamma, luminescence; 100% = IFN-gamma alone, no compound. activation (% of control), % at 5.5 µM. hit rate 2.6% among 200,000. AID 932, 2007;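 active = activation above the screen-wide mean activation plus 3 SD, cut at about 130% in these data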;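 note: raw ratio to IFN-gamma control signal so 100% means no change and 0% no light; values of inactives mirror those of a sister screen read the other way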
STAT3 act: IL-6 driven STAT3 reporter potentiators, primary screen, U3A cells, luciferase, luminescence, MLSCN library | AID 871, 2007 | activation (% of control), % at 5.6 µM | IL-6 STAT3-luciferase reporter; 100% = signal with IL-6 EC80 alone | hit rate 0.91% among 190,000;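 active = activation above the screen-wide mean of compound activation plus 3 SD, cut at about 130% in these data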;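 note: 0% = background luminescence of wells with medium and substrate only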
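Test system: human U3A cells carrying STAT3-luciferase construct; control set: IL-6-only wells as 100% reference; timing: compound pre-incubation 1 h before IL-6, then 6 h stimulation at 37 °C; also added: IL-6 stimulus at 33 ng/mL final; evaluation: % activation versus median of IL-6-stimulated wells; detection: reporter luminescence signal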
Diaphorase inh: diaphorase inhibitors and chemical oxidizers, primary screen, counter-screen for diaphorase-coupled primary assays, biochemical, uHTS, resorufin fluorescence; hit rate 0.69% among 190,000; diaphorase resazurin-to-resorufin fluorescence, NADH, 16 min; bacterial (C. kluyveri) enzyme, not human; inhibition, % at 20 µM; AID 1217, 2008;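 active = primary screen inhibition at 20 µM above a set limit, cut at about 50% in these data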;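 note: plate controls were DMSO with full reaction for no effect and wells lacking NADH for full effect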
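System: Diaphorase enzyme from Clostridium kluyveri | Amount: Enzyme working solution with 0.14 U/mL diaphorase | Benchmarks: No-NADH positive control and DMSO neutral control | Signal: Fluorescence of resorufin formed from resazurin, Ex 544/Em 590 nm | Schedule: 16-min room-temperature incubation before reading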
STAT3 blocker: IL-6 driven STAT3 reporter inhibitors, primary screen, U3A cells, luciferase, luminescence, MLSCN library; IL-6 STAT3-luciferase reporter; host cell line lacks STAT1; inhibition, % at 5.5 µM; hit rate 0.89% among 190,000;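 active = inhibition above the mean inhibition across all screened compounds plus 3 SD, cut at about 44% in these data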;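 note: 0% = DMSO only wells and 100% = 100 µM nifuroxazide control wells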
Starred values were filed as active, the others as inactive; . = no result given.

SMILES | Diaphorase act | Hsp70 act | STAT1 inh | TLR4 MyD88 comp | APP 5UTR inh | G6PDH counter | STAT1 act | STAT3 act | Diaphorase inh | STAT3 blocker
Cc1cc[n+](-c2ccccc2)c2ccccc12 | 1 | -0.2 | 19 | -13 | -13 | 9 | 80 | 95 | -1 | 8
O=C(O)CC(C(=O)O)c1cn(Cc2ccccc2)c2ccccc12 (configuration not stated) | 0.8 | 0.0 | 23 | -4 | -9 | 5 | 79 | 112 | 16 | -13
O=C(Nc1ccccc1Cl)c1ccn[nH]1 | 0.9 | 0.0 | 0 | 3 | -16 | 16 | 100 | 82 | 5 | 24
COc1ccc(CCN(C)c2ccc(C(N)=O)cc2[N+](=O)[O-])cc1OC | 1 | -0.2 | 4 | 4 | 3 | 10 | 93 | 105 | 5 | -1
CCc1cc(=O)oc2cc(OCC(=O)N3CCCc4ccccc43)ccc12 | 0.9 | -0.2 | 1 | -2 | -8 | 5 | 99 | 102 | 13 | 7
CC(NC(=O)c1cccc(Br)c1)c1ccccc1 (configuration not stated) | 0.9 | -0.2 | 6 | 3 | -12 | -2 | 94 | 102 | 6 | 4
CC(C)CC(NC(=O)OC(C)(C)C)c1cn([C@@H](CCC(=O)OC(C)(C)C)C(=O)N2CCN(C(=O)OC(C)(C)C)CC2)nn1 (some centres not stated) | 0.8 | 0.3 | 8 | -14 | -12 | 4 | 94 | . | 15 | .
CCCC(=O)OCC(=O)Nc1ccc2[nH]c(=O)[nH]c2c1 | 0.8 | 0.1 | 7 | -6 | 2 | 22 | 93 | 92 | 21 | 16
S=C(NCc1ccc2c(c1)OCO2)Nc1ccc2nsnc2c1 | 0.7 | -0.2 | -2 | 3 | -14 | 25 | 100 | 104 | 28 | -3
CCCCCCCNC(=O)CC(NS(=O)(=O)c1ccc(NC(C)=O)cc1)C(C)C (configuration not stated) | 0.9 | -0.5 | 4 | -7 | 2 | 12 | 97 | 106 | 9 | -3
COc1ccc(C(C#N)Nc2ccccc2C)cc1 (configuration not stated) | 0.9 | -0.4 | 2 | 11 | 4 | 4 | 98 | 100 | 6 | 4
Cn1c(=O)[nH]c(=O)c2c1nc1n2CCCN1CCc1ccccc1 | 0.9 | -0.6 | -5 | -4 | -5 | 14 | 105 | 92 | 10 | 13
Cc1ccc(OCc2ccc(C(=O)Nc3nc4ccccc4n3Cc3ccccc3)o2)c([N+](=O)[O-])c1 | 1 | 0.4 | 1 | -10 | 4 | -7 | 99 | 103 | 4 | -3
CCc1c(C)nc2ncnn2c1N1CCCC(C(=O)NCc2ccc3c(c2)OCO3)C1 (configuration not stated) | 0.9 | -0.2 | -1 | -18 | 2 | 1 | 100 | 104 | 14 | 2
Clc1ccccc1CSc1nnc(-c2cccnc2)n1Cc1ccco1 | 0.8 | -0.5 | -2 | -8 | -13 | 18 | 101 | 94 | 18 | 15
CCN(CC)S(=O)(=O)c1cccc(-c2nnc(SCCOc3ccccc3C)o2)c1 | 0.9 | -0.3 | -3 | 10 | 0 | -22 | 104 | 106 | 9 | 0
O=c1c(C(c2c(O)nc3n(c2=O)CCS3)c2cccc3ccccc23)c(O)nc2n1CCS2 | 0.9 | -0.6 | 2 | -11 | -8 | 0 | 98 | 98 | 9 | 7
CC(C)NC(=O)CSCc1ccccc1Cl | 0.9 | 0.2 | 2 | -7 | 9 | -12 | 98 | 103 | 10 | 2
O=S(=O)(c1ccc(F)cc1)c1nc(-c2ccccc2F)oc1N1CCCCC1 | 0.9 | -0.3 | -5 | 12 | -28 | 8 | 104 | 107 | 12 | -2
Cc1ccc(N2C(=O)C3C4C=CC(C4)C3C2=O)cc1C (configuration not stated) | 0.9 | 0.1 | -3 | -8 | -6 | 1 | 102 | 97 | 12 | 8
CC1CCN(CCOCCOc2ccc(Cl)cc2Br)CC1 | 1 | -0.1 | 7 | -1 | 10 | 11 | 94 | 105 | 1 | 6
COc1ccccc1-c1c(C)oc2cc(OCC(=O)OCc3ccccc3)ccc2c1=O | 0.8 | -0.2 | 1 | 1 | 3 | 10 | 99 | 104 | 23 | -7
O=C(CSc1nc2ccccc2c(=O)n1-c1ccccc1)c1c[nH]c2ccccc12 | 0.9 | -0.4 | 13 | -1 | 13 | 9 | 88 | 76 | 10 | 30
O=C1Nc2ccccc2C(O)(C(=O)NCc2ccc3c(c2)OCO3)N1c1ccccc1 (configuration not stated) | 0.9 | -0.3 | 0 | -2 | 7 | 2 | 101 | 105 | 6 | 1
CC(=O)C1=C(O)C(=O)N(CCN2CCOCC2)C1c1ccc(N(C)C)cc1 (configuration not stated) | . | 0.0 | 0 | -4 | 4 | . | 100 | 107 | . | -1

The list goes on (4 carried over from the part before).
SMILES | Diaphorase act | Hsp70 act | STAT1 inh | TLR4 MyD88 comp | APP 5UTR inh | G6PDH counter | STAT1 act | STAT3 act | Diaphorase inh | STAT3 blocker
COc1ccccc1-c1c(C)oc2cc(OCC(=O)OCc3ccccc3)ccc2c1=O | 0.8 | -0.2 | 1 | 1 | 3 | 10 | 99 | 104 | 23 | -7
O=C(CSc1nc2ccccc2c(=O)n1-c1ccccc1)c1c[nH]c2ccccc12 | 0.9 | -0.4 | 13 | -1 | 13 | 9 | 88 | 76 | 10 | 30
O=C1Nc2ccccc2C(O)(C(=O)NCc2ccc3c(c2)OCO3)N1c1ccccc1 (configuration not stated) | 0.9 | -0.3 | 0 | -2 | 7 | 2 | 101 | 105 | 6 | 1
CC(=O)C1=C(O)C(=O)N(CCN2CCOCC2)C1c1ccc(N(C)C)cc1 (configuration not stated) | . | 0.0 | 0 | -4 | 4 | . | 100 | 107 | . | -1
Cc1ccc(NC(=O)NC(=O)CN2C(=O)NC3(CCCCCCC3)C2=O)c(C)c1 | 0.8 | -0.4 | 7 | -6 | 0 | 2 | 94 | 107 | 22 | -3
Cc1ccc2nc(C3CCCN(C(=S)Nc4ccccc4C)C3)[nH]c2c1 (configuration not stated) | 0.9 | -0.1 | -4 | 0 | 4 | 2 | 104 | 105 | 13 | -6
Cc1nn(Cc2ccc(C(=O)Nc3ccccc3C(F)(F)F)o2)c(C)c1Br | 0.8 | -0.2 | 11 | -8 | 5 | 2 | 90 | 97 | 21 | 8
COc1ccccc1NC(=O)C(=O)NNC(=O)c1ccco1 | 0.8 | -0.5 | 8 | -9 | -4 | 4 | 93 | 97 | 22 | 10
CCOc1cc(C)c(S(=O)(=O)Nc2ccc(Cl)cn2)cc1C | 0.9 | -0.2 | 3 | 3 | -14 | -5 | 98 | 95 | 13 | 9
CCc1ccc(Nc2ncc3c(n2)CC(C)CC3=O)cc1 (configuration not stated) | 1 | 0.3 | -58 | -6 | -173 | 3 | 151* | 91 | -3 | 17
CCOC(=O)c1ccccc1NC(=O)c1cccc([N+](=O)[O-])c1 | 0.9 | 0.0 | -5 | -5 | -9 | 2 | 104 | 91 | 8 | 21
CCCOC(=O)C1C2C=CC3(CN(c4cccc(Cl)c4)C(=O)C13)O2 (configuration not stated) | 0.9 | -0.2 | 0 | 7 | -3 | -9 | 100 | 112 | 14 | -9
CCC(CC)C(=O)Nc1cccc(C(=O)NC(C)(C)C)c1 | 0.9 | -0.4 | 11 | 2 | 0 | 0 | 90 | 104 | 11 | -6
CCOC(=O)C1=C(c2ccccc2)Nc2ncnn2C1c1cc(OC)cc(OC)c1OC (configuration not stated) | 1 | 0.0 | -1 | 13 | 4 | 14 | 102 | 110 | 0 | -5
Cc1occc1C(=O)Nc1cccc([N+](=O)[O-])c1 | 0.8 | -0.1 | -2 | -13 | -10 | 0 | 102 | 91 | 16 | 10
COCCOCCn1cnc2ccccc21 | 1 | 0.0 | -5 | -16 | 0 | -1 | 104 | 99 | 4 | 2
COc1cc(OC)cc(N(C(=O)C2COc3ccccc3O2)C(C(=O)NC2CCCCC2)c2ccc(O)cc2)c1 (configuration not stated) | 0.8 | 0.1 | 3 | 3 | 2 | -16 | 97 | 105 | 23 | -5
CCOc1ncccc1C(=O)Nc1nnc(C)s1 | 0.9 | -0.1 | -8 | 4 | -16 | 3 | 107 | 100 | 8 | 4
Cc1ccc(-c2noc(CSc3nnc(-c4cccs4)n3C)n2)cc1 | 1 | 0.0 | -4 | 0 | 14 | 1 | 104 | 99 | 2 | 5
CCCCNC(=O)C1CCCN(S(=O)(=O)CC)C1 (configuration not stated) | 0.8 | -0.3 | 0 | -12 | -13 | 0 | 99 | 114 | 22 | -14
O=c1c2ccccc2[nH]c(=S)n1CCN1CCC(=C(c2ccc(F)cc2)c2ccc(F)cc2)CC1 | 0.9 | -0.3 | 5 | -16 | -11 | 12 | 96 | 110 | 14 | -10
Cc1ccc(OC(=O)c2cccc([N+](=O)[O-])c2)c(-n2nc3ccccc3n2)c1 | 0.9 | -0.2 | -6 | -11 | -115 | -7 | 105 | 106 | 8 | -7
CCCC(C)C(=O)OCC(=O)NCc1ccc(OC)c(OC)c1 (configuration not stated) | 1 | 0.1 | 11 | -3 | 2 | 3 | 91 | 100 | -3 | 4
CSc1nc2c(c(=O)[nH]1)C(c1ccncc1)C(C(=O)OC(C)C)=C(C)N2 (configuration not stated) | 0.9 | -0.2 | 0 | -11 | -6 | -4 | 100 | 104 | 6 | -3
CC(C)c1nc2ccc(Br)cn2c1NC1CCCC1 | 0.7 | -0.3 | 6 | -1 | 7 | 10 | 94 | 100 | 28 | 4
C/C(=N/NC(=O)CNC(=O)c1ccccn1)c1ccc([N+](=O)[O-])cc1 | 1.1 | -0.5 | 5 | -5 | -5 | 0 | 95 | 97 | -10 | 15
O=C(Cn1cc2c(n1)CCCCC2)NCc1ccccc1 | 0.8 | . | . | . | -10 | -6 | . | . | 22 | .
CC(OC(=O)c1nsc(Cl)c1Cl)C(=O)NCc1ccco1 (configuration not stated) | 0.9 | -0.2 | 0 | -6 | 2 | 3 | 100 | 104 | 13 | 2
CCNc1nc(-c2ccc(Cl)cc2)cs1 | 1 | -0.1 | -51 | 9 | -148 | 0 | 149* | 90 | -1 | 17
Cc1ccc(N2C(=O)C3N=NN(CC(=O)N4N=C(c5ccccc5)CC4c4ccccc4)C3C2=O)cc1 (configuration not stated) | 1.1 | -0.2 | 3 | -5 | 2 | 12 | 98 | 103 | -11 | -4
